Screening data: PubChem, National Center for Advancing Translational Sciences (NCATS)
FLuc inh: Firefly luciferase inhibition profiling of diverse chemical library using quantitative high-throughput screening; Luciferin 4-monooxygenase (Photinus pyralis), P08659; 76,000 tested, 2.5% active; Potency, µM (highest dose often 115 µM), inactives show at the top dose activity change, negative = inhibition, hits mostly inhibitors; AID 1347043, 2019; purified P. pyralis luciferase, luminescence, biochemical; also: potency is read from the fitted curve at half-maximal effect; nearly all actives have a fitted effect of over 65% in size
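Purified P. pyralis luciferase (10nM final) in 50mM Tris acetate pH 7.5, 10mM Mg acetate, 0.01% Tween-20, 0.05% BSA with 10uM D-luciferin and 10uM ATP. Compounds titrated qHTS. Luminescence imaged on CCD.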
GPT2 inh: Primary qHTS assay for inhibitors of Glutamate pyruvate transaminase 2 (GPT2); Recombinant GPT2, coupled pyruvate oxidase/HRP Amplex Red fluorescence; Alanine aminotransferase 2 (Homo sapiens), Q8TD30; 100,000 tested, 0.25% active; Potency, µM (highest dose often 57.7 µM), inactives show top-dose activity change, negative = inhibition, hits mostly inhibitors; also: potency is read from the fitted curve at half-maximal effect; nearly all actives have a fitted effect of over 60% in size; many of its hits are not listed in these tables
Target sequence (Q8TD30 whole entry, looked up): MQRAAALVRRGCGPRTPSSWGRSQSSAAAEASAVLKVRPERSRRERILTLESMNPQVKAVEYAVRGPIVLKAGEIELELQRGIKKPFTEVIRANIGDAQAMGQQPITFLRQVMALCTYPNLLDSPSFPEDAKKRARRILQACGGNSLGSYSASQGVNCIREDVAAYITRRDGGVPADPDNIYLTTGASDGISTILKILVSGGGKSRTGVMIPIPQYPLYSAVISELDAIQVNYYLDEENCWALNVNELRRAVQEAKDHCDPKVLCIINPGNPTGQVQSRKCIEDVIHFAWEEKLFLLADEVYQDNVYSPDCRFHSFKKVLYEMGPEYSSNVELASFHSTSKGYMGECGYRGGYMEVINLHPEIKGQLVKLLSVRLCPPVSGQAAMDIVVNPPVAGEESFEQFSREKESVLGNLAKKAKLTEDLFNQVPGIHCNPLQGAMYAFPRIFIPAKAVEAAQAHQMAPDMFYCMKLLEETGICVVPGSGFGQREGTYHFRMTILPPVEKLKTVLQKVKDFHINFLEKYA
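Recombinant GPT2 (10ng/uL) with 250uM a-KG and 2mM L-alanine, 30 min at room temperature, in HEPES pH 7.5 buffer. Pyruvate detected by pyruvate oxidase/HRP/Amplex Red fluorescence after 30 min in the dark; AOA (50uM) as positive control.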
IP6K1 inh: Primary qHTS assay for small molecule inhibitors of Inositol hexaphosphate kinase 1 (IP6K1); Inositol hexakisphosphate kinase 1 (Homo sapiens), Q92551; IP6K1 kinase, ADP-Glo luminescence, 2 h; stronger effect = lower value; activity change, % (series mostly up to about 58 µM); 140,000 tested, 0.81% active; AID 1645851, 2021; in the data active = activity change below about -25%
Target sequence (Q92551 whole entry, looked up): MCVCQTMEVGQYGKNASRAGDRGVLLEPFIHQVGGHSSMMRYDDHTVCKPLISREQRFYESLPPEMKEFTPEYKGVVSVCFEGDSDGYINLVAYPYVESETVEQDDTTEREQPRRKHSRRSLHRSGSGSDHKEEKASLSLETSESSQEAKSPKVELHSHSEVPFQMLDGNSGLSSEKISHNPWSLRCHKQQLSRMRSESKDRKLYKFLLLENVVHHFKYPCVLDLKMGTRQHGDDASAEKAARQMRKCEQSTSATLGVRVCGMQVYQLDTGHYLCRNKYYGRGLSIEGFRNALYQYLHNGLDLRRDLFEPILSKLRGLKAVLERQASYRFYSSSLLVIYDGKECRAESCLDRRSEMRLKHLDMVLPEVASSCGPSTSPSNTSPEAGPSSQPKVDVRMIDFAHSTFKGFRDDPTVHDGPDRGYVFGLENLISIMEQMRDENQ
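ADP-Glo luminescence measures ADP made by human IP6K1 during a 2 h RT reaction with ATP/IP6 (mix at 1.3 mM/130 uM); top library doses 57.5 and 19.1 uM final.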
SNCA viab count: GF-AFC viability counterscreen for inhibitors of alpha-synuclein gene (SNCA) expression | HEK-293-SNCA-luc viability, GF-AFC fluorescence, 24 h | AID 1671193, 2021 | 150,000 tested, 0.12% active | Potency, µM (highest dose often 57.1 µM), for the others: at the top dose activity change, negative = cytotoxicity, most hits filed as cytotoxic;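 also: potency is read from the fitted curve at half-maximal effect; 0% = DMSO-treated cells and -100% = medium-only wells without cells; nearly all actives have a fitted effect of over 30% in size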
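HEK-293-SNCA-luc cells (1500/well) plated 24 h, then exposed 24 h to a dilution series; GF-AFC added 30 min at 37C, fluorescence 405/540 nm; normalised to medium-only and DMSO wells, Hill fit.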
SNCA expr inhib: Primary qHTS assay for inhibitors of alpha-synuclein gene (SNCA) expression; HEK-293 SNCA-luciferase knock-in, luminescence, 24 h; Potency, µM (doses to about 57.2 µM), inactives show top-dose activity change, negative = inhibition, usual class: inhibitors; 140,000 tested, 0.17% active; AID 1671194, 2021;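 also: potency is read from the fitted curve at half-maximal effect; plate controls were DMSO cells for no effect and cell-free wells for full effect; nearly all actives have a fitted effect of over 45% in size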
HEK cytotox: Cytotoxic Profiling in HEK 293 Cell Line of Diverse Libraries Using Quantitative High-Throughput Screening; HEK 293 viability, ATP luminescence (CellTiter-Glo), 48-72 h; Potency, µM (top dose mostly 115 µM), without a hit: top-dose activity change, negative = cytotoxicity, most hits filed as inhibitors; 94,000 tested, 6.6% active; AID 1345083, 2018; also: potency is read from the fitted curve at half-maximal effect; nearly all actives have a fitted effect of over 60% in size
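CellTiter-Glo luminescence (cellular ATP) was read after 48 or 72 hr of compound exposure at 37 degree Celsius. Cells were HEK 293 plated at 250 cells/well.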
3T3 cytotox: Cytotoxic Profiling in NIH 3T3 Cell Line of Diverse Libraries Using Quantitative High-Throughput Screening | NIH 3T3 viability, CellTiter-Glo ATP luminescence, 48-72 h | Potency, µM (titrated, usually from 96.7 µM), without a hit: at the highest dose activity change, negative = cytotoxicity, actives largely listed as inhibitors | 94,000 tested, 4.3% active; also: potency is read from the fitted curve at half-maximal effect; nearly all actives have a fitted effect of over 55% in size
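NIH 3T3 cells at 400 cells/well received 23 nL of compound by pintool and were incubated 48 or 72 h at 37 °C. Viability was read as ATP-coupled CellTiter-Glo luminescence.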
* marks the source's active call; other numbers are inactive results; i = inactive; u = inconclusive; x = not tested or not shown; [ ] = remark or other dose. Unless noted, calls follow the shape of the dose curve; as a rule, active = well fitted curve in the direction sought with a large enough effect; inconclusive = small, poorly fitted or top-dose-only effect, or another doubt; inactive = no such curve, though single readings can be large; an effect the other way counts as inactive or inconclusive. Unless noted, % is scaled to controls: 0 for no effect and ±100 for the full control effect.

SMILES	FLuc inh	GPT2 inh	IP6K1 inh	SNCA viab count	SNCA expr inhib	HEK cytotox	3T3 cytotox
CC(=O)Nc1ccc(Nc2nc3c(S(=O)(=O)c4cc(C)ccc4C)nnn3c3ccsc23)cc1	x	x	4	1%	51%[activator]	x	x
CCCOc1ccccc1C(=O)N1CCC(c2nc3ccccc3s2)CC1	x	x	-11	-10%	u	x	x
Cc1ccc(S(=O)(=O)c2nc(-c3ccccc3F)oc2NCc2ccccc2)cc1	x	x	-1	0%	2%	x	x
COc1ccc(C(=O)NCC(c2ccc3c(c2)OCO3)N2CCOCC2)cc1 (configuration not stated)	x	x	5	u	u	x	x
COc1cccc(-c2cccc(CN3CCCC3C(=O)NC3CC3)c2)c1 (configuration not stated)	x	x	8	x	x	45µM*	u
O=C(NCc1ccc(Cl)cc1)c1ccc2nnc(CC3CC3)n2c1	x	i	-11	u	-12%[87.6 µM]	u	u
CN1[C@@H](CCC(=O)NCc2cccs2)CNC(=O)[C@@H]2[C@H]1CCN2Cc1ccc(S(C)(=O)=O)cc1	3%	i	9	6%	-8%	-13%	-22%
CCN1CCN(c2ncc3c(n2)CCN(CC(C)C)C3)CC1	x	x	11	0%	7%	x	x
CN(c1ccccc1)C(CNS(=O)(=O)c1ccccc1)c1ccccc1 (configuration not stated)	x	x	6	-18%	u	x	x
CCOc1ccc(Nc2ncnc3c2c(-c2ccccc2)cn3-c2cccc(C)c2)cc1	x	x	-12	5%	15%	x	x
COc1ccc(CNC(=O)C2Cc3cc(S(=O)(=O)N4CCCCCC4)ccc3N2C(C)=O)cc1 (configuration not stated)	x	x	5	11%	2%	x	x
Cc1ncccc1C(=O)N1CCC(COc2ccc3c(cnn3CC[S+](C)(=O)[O-])c2)CC1	2%	-3%	-11	4%	-9%	-17%	u
C[S+](=O)([O-])N1CCN(C(=O)N2CC3CC(C2)[C@H]2CCCC(=O)N2C3)CC1 (some centres not stated)	6%	i	1	-6%	u	6%	i
COC1/C=C/C(C)(O)C(SCC(N)C(=O)O)CC(=O)OC(C)C(C)CC/C=C/1C (configuration not stated)	x	u	15	-39%[23.9 µM]	x	x	x
COc1ccc(C(=O)N2C[C@@H]3C[C@H](C2)c2ccc(NS(=O)(=O)c4ccccc4C#N)c(=O)n2C3)cc1	-4%	0%	10	-12%	28%	-2%	-14%
CCc1ccccc1NC(=O)CC1CCN(c2ccnc(OC)n2)CC1	-14%	u	15	7%	-11%	u	u
O=C(Nc1nn(-c2cccc(F)c2)c2cccc(N3CCOC3=O)c12)C1CCC1	-15%	u	6	-4%	35%[activator]	-10%	-23%
CC(C)(C)c1ccc(-c2nc(SCCCOc3ccccc3)n3[nH]c(=O)cc3n2)cc1	x	x	-1	-5%	u	x	x
Cc1ccc(NC(=O)Cn2nc(Cc3ccncc3)c3ccccc3c2=O)c(Cl)c1	x	x	56	u	u	x	x
CN1CC2(CCN(Cc3cn[nH]c3-c3cccs3)CC2)CC1C(=O)N1CCOCC1 (configuration not stated)	3%	i	-7	0%	-7%	i	-18%
CN1CCCC12Cc1ccccc1CN(C(=O)C1CCCC1)C2 (configuration not stated)	x	0%	-4	-4%	5%	-29%	-17%
COc1ccccc1-c1cc(-c2cccc([S+](C)(=O)[O-])c2)c2onc(C)c2n1	-5%[172 µM]	u	3	-5%[87.6 µM]	-25%[87.6 µM]	u	u
Cc1oc2c(c1C(=O)NC1CCOC3(CCOCC3)C1)C(=O)CCC2 (configuration not stated)	-9%	u	10	2%	-15%	-4%	1%
CCN(CC)C(=O)Cc1cccn1-c1ccc(Cl)cc1	0%	-3%	1	-12%	10%	u	u
COC(=O)CCc1cc2ccoc2c(OC)c1O[C@@H]1O[C@H](CO)[C@@H](O)[C@H](O)[C@H]1O	x	1%[27.3 µM]	14	-5%[23.9 µM]	x	x	x
Additional records follow:
SMILES	FLuc inh	GPT2 inh	IP6K1 inh	SNCA viab count	SNCA expr inhib	HEK cytotox	3T3 cytotox
Cc1cccc(NC(=O)N2CCCCC2c2noc(COCC3CC3)n2)c1 (configuration not stated)	u	-22%	12	-16%	83%[activator]	-14%	-20%
CN(C)c1ccc(CN2CC[C@H](c3nc4c(C(N)=O)cccc4[nH]3)C2)cc1	-20%[172 µM]	i	5	-8%[87.6 µM]	0%[87.6 µM]	71µM*	100µM*
CCC(=O)N1CCN(c2nc3c(s2)CN(C(=O)CC)CC3)CC1	4%	i	24	5%	14%	7%	1%
O=C(c1ccc2cc[nH]c2c1)N1CCC2(CC1)N=C(c1ccccc1)NO2	28µM*	2%	-10	-15%	136%[activator]	u	-20%
COc1ccc(NC(=O)Nc2cccc(-c3ccc(N4CCOCC4)nn3)c2)cc1	1.1µM*	i	-8	-12%	-26%	u	-21%
CN1C(=O)c2ccccc2Sc2ccc(NC(=O)Cc3c(F)cccc3Cl)cc21	x	x	11	-23%	-22%	x	x
Cc1nn(-c2ccccc2)c2c1C(C1CC1)N(C1CN(C(=O)c3ccc(Cl)nc3)C1)C2=O (configuration not stated)	x	x	12	x	x	u	u
COc1cccc(-c2cc(C(=O)Nc3ccc(C)cc3)[nH]n2)c1	x	x	12	10%	52%[activator]	x	x
CN(Cc1cccc(C(=O)Nc2cccc(C#N)c2)c1)CC1COCCO1 (configuration not stated)	-14%	-1%	2	-3%	u	u	-17%
COC(=O)N1CCN(C(=O)c2nc3cccnc3n(Cc3ccccc3)c2=O)CC1	x	i	15	5%[12.5 µM]	0%	-14%	-22%
c1cnc2c(-n3nc(C4CCOCC4)nc3C3CC3)cccc2c1	4%	u	2	-3%	-13%	-2%	3%
Cc1nn(C)c(C)c1CCNC(=O)Nc1cccc(Cl)c1C	x	x	43	3%	1%	x	x
CC(C)(C)c1ccc(C(=O)NCC(c2cccs2)S(=O)(=O)c2cccs2)cc1 (configuration not stated)	x	x	0	-28%	u	x	x
Cn1cccc1C(=O)N1CC[C@H](NC(=O)Nc2ccc(F)cc2F)[C@H]1C(=O)N[C@H](Cc1ccccc1)C(N)=O	-5%	-6%	5	-1%	-1%	-6%	-7%
COc1cc(-c2cc3c(nc2-c2ccccc2)nc(C(=O)NC2CCN(C)CC2)n3C)ccn1	-2%	i	15	-5%	13%	u	u
Cc1cccc(-c2ocnc2C(=O)N2C[C@@H](Oc3ccccc3)C[C@H]2C(=O)N2CCCC2)c1	-1%	0%	7	-17%	u	u	-28%
CCOc1ccc(NC(=O)c2cc(S(=O)(=O)NC3CCCCCC3)ccc2F)cc1	x	x	23	-17%	-29%	x	x
CC1(C)CC[C@]2(C(=O)O[C@@H]3O[C@H](CO)[C@@H](O)[C@H](O)[C@H]3O)CC[C@]3(C)C(=CCC4[C@@]5(C)CC[C@H](O[C@H]6O[C@H](CO)[C@@H](O)[C@H](O[C@@H]7O[C@H](CO)[C@@H](O)[C@H](O)[C@H]7O)[C@H]6O)C(C)(C)C5CC[C@]43C)[C@@H]2C1 (some centres not stated)	x	i	12	-6%[12.5 µM]	x	x	x
Cn1nccc1-c1ccc2ncn(-c3ccccc3)c(=O)c2n1	u	-4%[88.5 µM]	1	2%[87.6 µM]	3%[87.6 µM]	i	u
COCCOC1CCN(S(=O)(=O)c2cccc(OC)c2)CC1	-8%	2%	16	-2%[12.5 µM]	3%	7%	i
CCN1CCN(C(c2cccc(OC)c2)c2c(O)cc(C)n(Cc3ccco3)c2=O)CC1 (configuration not stated)	x	x	39	5%	47%[activator]	x	x
Cc1ccc(N2CCN(C(=O)c3cn(C)c4ccc(S(=O)(=O)N(C)C5CCCCC5)cc4c3=O)CC2C)cc1 (configuration not stated)	x	x	15	-8%	3%	x	x
CC1=C[C@@H](CNC(=O)c2ccc(C#N)cc2)[C@H](C(C)C)C[C@H]1CC(=O)NCCN(C)C	0%[172 µM]	2%[88.5 µM]	0	2%[87.6 µM]	-27%[87.6 µM]	u	-23%[174 µM]
O=C(C[C@H]1NC(=O)c2ccccc2NC1=O)NCCc1ccc(O)cc1	1%	-4%	-10	1%	-32%	5%	i
Cc1ccc(C(=O)N2CC(Oc3ccc(F)cc3C)C2)cc1	-15%[172 µM]	i	0	-27%[87.6 µM]	2%[87.6 µM]	u	u

Grouped by structure: those above containing a thiophene ring, fused or not
SMILES	FLuc inh	GPT2 inh	IP6K1 inh	SNCA viab count	SNCA expr inhib	HEK cytotox	3T3 cytotox
CC(=O)Nc1ccc(Nc2nc3c(S(=O)(=O)c4cc(C)ccc4C)nnn3c3ccsc23)cc1	x	x	4	1%	51%[activator]	x	x
CN1[C@@H](CCC(=O)NCc2cccs2)CNC(=O)[C@@H]2[C@H]1CCN2Cc1ccc(S(C)(=O)=O)cc1	3%	i	9	6%	-8%	-13%	-22%
CN1CC2(CCN(Cc3cn[nH]c3-c3cccs3)CC2)CC1C(=O)N1CCOCC1 (configuration not stated)	3%	i	-7	0%	-7%	i	-18%
CC(C)(C)c1ccc(C(=O)NCC(c2cccs2)S(=O)(=O)c2cccs2)cc1 (configuration not stated)	x	x	0	-28%	u	x	x

(further entries)
SMILES	FLuc inh	GPT2 inh	IP6K1 inh	SNCA viab count	SNCA expr inhib	HEK cytotox	3T3 cytotox
Cc1ccc(C2CC(=O)N(Cc3ccccc3)c3c2c(C)nn3-c2nc(C)cc(C)n2)cc1 (configuration not stated)	x	x	10	-22%	5%	x	x
C#CCN[C@@H]1CCc2ccccc21	x	i	13	-3%	-5%	x	x
Cc1ccc(CCNS(=O)(=O)c2c(C)nc3sc(C)c(C)n3c2=O)cc1	x	x	-2	15%	u	x	x
CC(c1cccs1)N(C)[S+](=O)([O-])c1cccc(C(F)(F)F)c1 (configuration not stated)	6%	i	-5	9%	0%	-22%	-25%
CC1(C)CC(=O)C=C(C(=O)N2CCCC(N3CCN(c4ccccc4F)CC3)C2)O1 (configuration not stated)	-2%	i	4	1%	1%	i	i
C[C@H]1CC[C@@]2(OC1)O[C@H]1CC3[C@@H]4CC[C@@H]5C[C@@H](O[C@@H]6O[C@H](CO)[C@@H](O[C@@H]7O[C@H](CO[C@@H]8OC[C@@H](O)[C@H](O)[C@H]8O)[C@@H](O[C@@H]8O[C@H](CO)[C@H](O)[C@H](O)[C@H]8O)[C@H](O)[C@H]7O)[C@H](O)[C@H]6O)CC[C@]5(C)C4CC[C@]3(C)[C@H]1[C@@H]2C (some centres not stated)	x	2%[17.1 µM]	-3	-6%[12.5 µM]	x	x	x
